Statin myotox sup: suppressors of statin myotoxicity in C2C12 myotubes, primary screen, cell-based, single point, plate reader; C2C12 myotubes + simvastatin, ATP luminescence, 48 h; scaled: DMSO 0, geranylgeraniol control 100; rescue of ATP level, % at 7.49 µM; hit rate 0.78% among 330,000; AID 602340, 2012;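 active = mean ATP rescue above about 67%, or every replicate alone reaching that limit, limit read from the data, passing the limit was not always enough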;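 also: myotubes were challenged with 10 µM simvastatin during compound exposure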
Cneo AK release: Cryptococcus neoformans cell lysis inducers, primary screen, AK release luminescence, single concentration; C. neoformans lysis, adenylate kinase release luminescence, 4 h; normalised: neutral wells 0, clomiphene wells 100; lysis activity, % at 15 µM; hit rate 0.2% among 360,000;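 active = mean lysis activity across replicates of at least 80%, whatever share of replicates individually reach that level; inactive = mean lysis activity below 80%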
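Signal: Adenylate kinase release luminescence | Assay system: Log-phase Cryptococcus neoformans yeast cells | Input: Cells at 5 × 10^6 per mL | Buffer or medium: Fresh YPD growth medium | Compound: Single dose | Schedule: Static 4 h at 37 °C with compound, 1 h detection | Controls: Clomiphene | Read-out: Luminescence rise reflecting yeast cell lysis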
PGC1a acetyl inh: inhibitors of PGC1a acetylation signal, primary screen, cell-based, U2OS, AlphaScreen, inhibitor mode; AlphaScreen anti-acetyl-lysine; with virally co-expressed GCN5 acetyltransferase; AID 651687, 2012; inhibition, % at 15.6 µM; hit rate 0.17% among 350,000;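 active = every replicate shows inhibition of at least 40%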;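 also: 0% = neutral control wells and 100% = positive control wells; some results beyond the cut were filed as inactive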
Starred values were filed as active, the others as inactive; x = no result given. An excerpt, so the mix of outcomes need not match the whole.

SMILES | Statin myotox sup | Cneo AK release | PGC1a acetyl inh
O=C(O)c1ccccc1S(=O)(=O)NCC(O)COC1CCCCC1 (centres undefined) | 1.0 | -2.1 | x
CCNC(=O)C1(C)CCCN(Cc2cccc(Oc3ccccc3)c2)C1 (centres undefined) | 0.9 | -4.7 | x
c1ccc2nc(N3CCOCC3)cnc2c1 | 8.9 | -2.7 | x
CCCN1CCN(CCCNC(=O)C2CCCN(c3nnc(-n4cccc4)s3)C2)CC1 (centres undefined) | -0.8 | 1.1 | x
CCCOc1ccccc1C(=O)NC(CO)C(=O)O (centres undefined) | 1.6 | 1.9 | x
N#CC1=C(N)SC(N)=C(C#N)C1C1C=CCCC1 (centres undefined) | -0.5 | -1.7 | x
COC(=O)c1ccc(Cn2cnc3c(sc4nc(N5CCOCC5)c5c(c43)CCCC5)c2=O)o1 | 2.2 | 3.8 | x
CC(=O)c1c(C)[nH]c(C(=O)OC2CCCCC2=O)c1C (centres undefined) | 2.4 | 3.7 | x
CCCc1ncc(C(=O)c2ccc(OC)cc2)n1C | -5.8 | x | 4.5
CCOC(=O)Cn1cc(-c2ccccc2)nn1 | 11.0 | x | 1.9
Cc1nn(Cc2c(F)c(F)c(F)c(F)c2F)c(C)c1NC(=O)c1c([N+](=O)[O-])cnn1C | 28.4 | x | 4.3
COCCn1c(COc2ccc(C)cc2)nc2ccccc21 | -6.0 | x | 5.1
S=C(NC1CCCCC1)c1ccc2c(c1)OCO2 | -1.9 | x | -0.8
COc1ccc(C)cc1S(=O)(=O)Nc1cccc(SC)c1 | 13.5 | x | -20.2
COc1ccc(C(CC(=O)NC(C)(C)C)n2cccc2)cc1 (centres undefined) | 3.4 | x | -18.1

3 consecutive compounds out of the list so far, for reference:
SMILES | Statin myotox sup | Cneo AK release | PGC1a acetyl inh
O=C(O)c1ccccc1S(=O)(=O)NCC(O)COC1CCCCC1 (centres undefined) | 1.0 | -2.1 | x
CCNC(=O)C1(C)CCCN(Cc2cccc(Oc3ccccc3)c2)C1 (centres undefined) | 0.9 | -4.7 | x
c1ccc2nc(N3CCOCC3)cnc2c1 | 8.9 | -2.7 | x

Other compounds:
SMILES | Statin myotox sup | Cneo AK release | PGC1a acetyl inh
CCn1cc(/C=C2\SC(=O)N(CC(=O)Nc3ccc4c(c3)OCO4)C2=O)c2ccccc21 | -7.1 | x | -13.8
O=C(COC(=O)Cc1cn2ccsc2n1)NCc1ccc2c(c1)OCO2 | -1.2 | x | 8.6
CC(=O)Nc1ccc(C(=O)n2nc(C)cc2C)cc1 | -35.2 | x | 5.9
O=C1C(=C2SCCCS2)CC/C1=C\c1ccc(F)cc1 | 14.8 | x | 8.1
O=C(CN(CC(=O)N1CCOCC1)S(=O)(=O)c1ccc(Br)s1)N1CCOCC1 | -13.2 | x | -12.2
N#Cc1c(N2CCCC2)nc(N)c2c(N)nc(N3CCCC3)cc12 | -17.9 | x | -0.5
C[C@@H]1CN([C@@H](C)CO)C(=O)c2cc(NS(C)(=O)=O)ccc2O[C@@H](C)CCCCO[C@@H]1CN(C)C(=O)CCCN(C)C | 16.3 | x | -3.1
COc1ccccc1C1C(C(C)=O)=C(C)N=c2s/c(=C\c3cc(OC)c(OC)c(OC)c3)c(=O)n21 (centres undefined) | -10.3 | x | -7.6
CC(=O)Cn1c(C(F)(F)F)nc2ccccc21 | 4.8 | x | -9.7
Cn1c(Cc2cccs2)nnc1SC/C=C/c1ccccc1 | 19.7 | x | 3.2
Cc1oc(/C=N/NC(=O)CN(c2ccccc2Br)S(C)(=O)=O)cc1Br | 8.4 | x | 0.4
O=C(CCN1C(=O)S/C(=C\c2ccccc2)C1=O)Nc1ccc(S(=O)(=O)Nc2nccs2)cc1 | -7.9 | x | 9.4
CCOC(=O)c1[nH]c(C)c(/C(O)=C2\C(=O)C(=O)N(CCN(C)C)C2c2cccc(OC)c2OC)c1C (centres undefined) | 10.1 | x | 13.6
O=C(c1cnccn1)N(Cc1ccco1)C1(C(=O)NC2CCCCC2)CCCCC1 | -10.5 | x | -8.0
Cc1ccc(N2C(=O)c3ccc(N)cc3C2=O)cc1C | -2.4 | x | 12.2
CCC(C)NC(=O)CCNS(=O)(=O)c1ccc(Br)cc1 (centres undefined) | 1.2 | x | 1.8
CCCCSc1nc(O)c(C2OC(=O)c3c2ccc(OC)c3OC)c(=O)n1C (centres undefined) | 2.8 | x | 6.0
CS(=O)(=O)N(Cc1ccc(C(=O)Nc2ccccc2Sc2ccccc2)cc1)c1ccccc1 | -3.8 | x | -2.0
COc1ccc(C(=S)NC2CCCCC2)cc1 | -0.2 | x | -2.5
O=C(CCCC(=O)N(CC(=O)NC1CCCCC1)Cc1ccco1)Nc1ccccn1 | 5.4 | x | 37.1
COc1ccc2c(C)cc(SCC(=O)c3ccc4c(c3)OCO4)nc2c1 | -80.8 | x | 7.5
Cc1c(NC(=O)C(CC(=O)O)NCc2ccco2)c(=O)n(-c2ccccc2)n1C (centres undefined) | -11.2 | x | 27.6
COc1cccc(NC(=O)c2nn(C)cc2Br)c1 | -6.1 | x | 0.2
CC1CCCN(C2=NC(=O)/C(=C/c3cn(-c4ccccc4)nc3-c3cccc(S(=O)(=O)N(C)C)c3)S2)C1 (centres undefined) | 8.2 | x | 1.6
COc1ccc(-c2nc3c(c(=O)[nH]c(=O)n3Cc3ccccc3)n2C)cc1 | 9.6 | x | 4.0
Cc1ccc(C(=O)NNC(=O)CSc2nnc3c(n2)[nH]c2ccc(C)cc23)cc1 | 0.4 | x | -8.2
O=C(c1ccco1)N1CCN(C(=O)C2CCCc3c2[nH]c2ccc(Cl)cc32)CC1 (centres undefined) | 12.6 | x | -11.1
CC(=O)OC1COC(N2CCc3cc([N+](=O)[O-])ccc32)C(OC(C)=O)C1OC(C)=O (centres undefined) | 12.7 | x | 7.3
O=C(CN1CCN(S(=O)(=O)c2ccccc2)CC1)NC(=O)NC1CCCCC1 | 3.5 | x | 11.5
O=C(/C=N/O)Nc1ccccc1 | 31.5 | x | -10.9

Ordered by count of non-hydrogen atoms (highest first): part of the list above
SMILES | Statin myotox sup | Cneo AK release | PGC1a acetyl inh
CC1CCCN(C2=NC(=O)/C(=C/c3cn(-c4ccccc4)nc3-c3cccc(S(=O)(=O)N(C)C)c3)S2)C1 (centres undefined) | 8.2 | x | 1.6
CS(=O)(=O)N(Cc1ccc(C(=O)Nc2ccccc2Sc2ccccc2)cc1)c1ccccc1 | -3.8 | x | -2.0
CC(=O)OC1COC(N2CCc3cc([N+](=O)[O-])ccc32)C(OC(C)=O)C1OC(C)=O (centres undefined) | 12.7 | x | 7.3
Cc1ccc(C(=O)NNC(=O)CSc2nnc3c(n2)[nH]c2ccc(C)cc23)cc1 | 0.4 | x | -8.2

Continued:
SMILES | Statin myotox sup | Cneo AK release | PGC1a acetyl inh
CC(C)Cn1c(N2CCN(C(=O)c3cccs3)CC2)nc2ccccc21 | 4.4 | x | -6.6
Cc1ccc(CSc2nnc(-c3cccs3)n2C)cc1 | 6.8 | x | -1.7
CN(C)c1ccc(NC2=C([N+](=O)[O-])CS(=O)(=O)C2)cc1 | -3.2 | x | -36.8
COc1cc(NS(=O)(=O)c2ccc(F)cc2)c(OC)cc1NC(C)=O | -9.9 | x | 0.6
Cc1onc(-c2ccccc2Cl)c1C(=O)OCC(=O)c1ccc2c(c1)OCCO2 | 0.4 | x | 7.0
COc1ccc2c(c1)N(C)/C(=C1/SC(=NCc3ccccc3)N(c3ccccc3)C1=O)S2 | -69.8 | x | -2.7
COc1ccc(NS(=O)(=O)c2ccc(O)c(NC(=O)c3cc4c(C)nn(-c5ccc(F)cc5)c4s3)c2)cc1 | -14.4 | x | 4.2
Cc1ccc(C(C(=O)NC2CCCC2)N(C(=O)CCC(=O)Nc2cc(C)on2)c2ccccc2)cc1 (centres undefined) | 8.2 | x | 3.2
COc1ccc2c(c1)CCc1c(C(=O)N3CCc4ccccc4C3)noc1-2 | -86.4 | x | 3.0
CCOC(=O)N1CCN(C(=O)c2cnn3c(C)c(Cc4ccc(C)cc4)c(C)nc23)CC1 | 1.3 | x | 11.2
COc1ccc(N(C(=O)c2ccco2)S(=O)(=O)c2cc(Cl)c(Cl)cc2Cl)cc1 | -5.2 | x | 7.8
CCOC(=O)C1CCN(c2nc(-c3ccccc3)nc3c2oc2ccccc23)CC1 | 6.7 | x | -7.2
O=C(c1ccc(F)cc1)C1CCN(C(=O)NC2CCCCC2)CC1 | -7.4 | x | -19.2
Cc1ccc(S(=O)(=O)Nc2ccc3c(c2)nc(CN2CCCC2)n3C)cc1 | 3.2 | x | 3.7
Cc1ccc(OCc2nnc(SCC(=O)NCc3ccccc3)n2C)cc1 | -14.8 | x | -12.3

Seven of the compounds above, with two lines to a compound.
Value order – Statin myotox sup, Cneo AK release, PGC1a acetyl inh
> COc1ccc2c(c1)N(C)/C(=C1/SC(=NCc3ccccc3)N(c3ccccc3)C1=O)S2
  -69.8, x, -2.7
> COc1ccc2c(c1)CCc1c(C(=O)N3CCc4ccccc4C3)noc1-2
  -86.4, x, 3.0
> Cc1ccc(C(C(=O)NC2CCCC2)N(C(=O)CCC(=O)Nc2cc(C)on2)c2ccccc2)cc1 (centres undefined)
  8.2, x, 3.2
> CC(C)Cn1c(N2CCN(C(=O)c3cccs3)CC2)nc2ccccc21
  4.4, x, -6.6
> Cc1onc(-c2ccccc2Cl)c1C(=O)OCC(=O)c1ccc2c(c1)OCCO2
  0.4, x, 7.0
> CCOC(=O)C1CCN(c2nc(-c3ccccc3)nc3c2oc2ccccc23)CC1
  6.7, x, -7.2
> CN(C)c1ccc(NC2=C([N+](=O)[O-])CS(=O)(=O)C2)cc1
  -3.2, x, -36.8

(cont.)
SMILES | Statin myotox sup | Cneo AK release | PGC1a acetyl inh
O=C(Cc1ccccc1)N/N=C/c1cccs1 | 16.3 | x | 14.6
CCn1c(=O)c(C(=O)NCc2ccc(OC)cc2)c(O)c2ccccc21 | -11.0 | x | -10.4
CSc1nc(Sc2ccccc2)c2ccccc2n1 | 17.3 | x | -10.1
CCC1c2ccc(C)n2CCN1C(=O)Nc1ccccc1C(=O)OC (centres undefined) | -4.8 | x | 4.1
O=C(O)CCCC(=O)Nc1nc2n(n1)C(c1ccc(F)cc1)CC(c1ccc(Cl)cc1)N2 (centres undefined) | 9.4 | x | -2.7
Cc1ccc2cc(CN(Cc3ccco3)C(=O)C3CCCCC3)c(=O)[nH]c2c1C | 4.2 | x | -13.9
Cn1cc(CNC(=O)C2c3ccccc3Oc3ccccc32)cn1 | -0.6 | x | -6.8
Cc1cc(C)c2c3c(sc2n1)C1(CCSCC1)C(C#N)=C(N)O3 | -12.5 | x | 20.1
CCN(CC(=O)Nc1c(C(=O)OC)[nH]c2ccc(Cl)cc12)c1ccc2c(c1)OCO2 | -36.8 | x | -11.9
O=c1[nH]c2cc3c(cc2cc1CN(Cc1cccs1)Cc1nnnn1Cc1ccco1)OCCO3 | 11.0 | x | -2.2
CCNS(=O)(=O)c1ccc(NC(=O)Cn2nc(C(F)(F)F)cc2C)cc1 | 1.2 | x | -1.9
CCCCC(=O)Nc1ccc(C(=O)NCC(=O)OC)cc1 | -11.5 | x | 0.9
CCOc1ccc(N=C2NC(=O)C(CC(=O)O)S2)cc1 (centres undefined) | 2.2 | x | -0.8
CCOC(=O)C1C(=O)N(C(=O)c2ccc(OC)cc2)CC1c1ccccc1 (centres undefined) | -8.8 | x | -2.9
CC1CCN(C2=NC(=O)/C(=C/c3cn(-c4ccccc4)nc3-c3cccc(S(=O)(=O)N(C)C)c3)S2)CC1 | 11.9 | x | 6.5
Cn1c(=O)n(C)c2cc(NC(=O)CCl)ccc21 | 10.8 | x | -43.7
CCOc1ccc2c(O)csc2c1 | -6.6 | x | -1.8
CCn1ncc(Br)c1C(=O)Nc1cc(C(=O)OC)ccc1C(=O)OC | 122.8* | x | -5.6
CC(=O)c1ccc(NC(=O)/C(=C\c2ccccc2)NC(=O)/C=C/c2ccccc2)cc1 | -8.4 | x | -3.4
CCc1nnc(NC(=O)CSc2nnc(C)n2-c2ccc(C)cc2)s1 | 17.4 | x | -10.6
O=S(=O)(/C=C/c1ccccc1)Nc1ccc(N2CCOCC2)cc1 | -6.9 | x | -2.9
O=C(Nc1ccccc1N1CCCCC1)c1cccs1 | -33.1 | x | -12.8
CCOC(=O)c1ccc(N2C(=O)C3CC=C(C)CC3C2=O)cc1 (centres undefined) | 2.5 | x | -18.4
CN(CC(=O)Nc1ccccc1C(=O)N1CCCC1)S(=O)(=O)c1ccc(Br)cc1 | -32.3 | x | 8.7
CCOC(=O)c1c(NC(=O)CSc2nnc(-c3ccc(OC)cc3)o2)sc2c1CCC2 | 3.7 | x | 6.8
COc1ccc(OCC(O)CON2C(=O)c3ccccc3C2=O)cc1 (centres undefined) | 18.5 | x | -0.9
CCCCCSc1nnc(-c2cc(Br)ccc2N)c(=O)[nH]1 | -13.3 | x | -6.2
Clc1ccc(SCCCCn2ccnc2)cc1 | 18.0 | x | -15.6
O=C(O)c1ccc(-n2c(-c3ccc(Br)cc3)n[nH]c2=S)cc1 | 2.8 | x | -11.3
